Screening results (PubChem BioAssay)
SMARCA2 activ: SMARCA2 function activation, primary screen; MG213 cells, MMTV-luciferase reporter, dexamethasone, overnight; activation, % at 9.1 µM; 1% of 370,000 active; in the data active = activation above about 7.8%;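 also: 0% = vehicle wells and 100% = reference activator wells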
MBD2 inh: blocks human MBD2 binding to methylated DNA; inhibition, % at 4.4 µM; AID 686964; TR-FRET, MBD2 binding to methylated oligonucleotide; Q9UBB5; 0.31% of 370,000 active; in the data active = inhibition above about 13%
DAX1 inh-1: NR0B1 (DAX1) inhibition; inhibition, % at 6.75 µM; AID 504766; 0.99% of 340,000 active; HEK293 Gal4-DAX1 luciferase reporter, luminescence;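 active = inhibition above the mean over all tested compounds plus 3 SD, cut at about 4.2% in these data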;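 also: 0% = DAX1-transfected cells with DMSO and 100% = empty-vector control cells with DMSO; inhibition shows as a rise in luminescence from relieved DAX1 repression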
Target sequence (P51843 207-470 limits assumed): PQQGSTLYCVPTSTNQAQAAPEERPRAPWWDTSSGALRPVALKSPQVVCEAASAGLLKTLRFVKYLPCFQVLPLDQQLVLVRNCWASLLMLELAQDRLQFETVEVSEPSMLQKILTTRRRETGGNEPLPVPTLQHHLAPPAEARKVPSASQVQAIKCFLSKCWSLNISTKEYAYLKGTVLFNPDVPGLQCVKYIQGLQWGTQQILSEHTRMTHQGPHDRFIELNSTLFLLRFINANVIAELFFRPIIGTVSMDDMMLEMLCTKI
NR1D1 modulator: modulators of human Rev-erb alpha DNA binding; Rev-erbα–FITC-DNA binding, fluorescence polarization, 90 min; activity, % at 10 µM; AID 1259318; 0.79% of 370,000 active;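 active = activity above about 14%, limit read from the data; passing the limit was not always enough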;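 also: 0% = DMSO wells with 35 nM protein and 100% = DMSO wells with 750 nM protein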
ssDAF-12 act: activators of S. stercoralis DAF-12 nuclear receptor; HEK293 ssDAF-12/GRIP1 lit1-tk-luc reporter, luminescence; % of 3 µM dafachronic acid response; activation, % at 6.8 µM; 1% of 370,000 active; AID 652126;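 active = activation above the mean over all tested compounds plus 3 SD, cut at about 0.9% in these data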;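 also: 0% = DMSO-only wells and 100% = 3 µM delta7-dafachronic acid wells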
hcDAF12 agonist: activates DAF-12 receptor from parasite H. contortus. HEK293 hcDAF-12 lit1-tk-luc reporter, luminescence; 0% DMSO, 100% Δ7-dafachronic acid. activation, % at 6.8 µM. 1.4% of 370,000 active;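 active = activation above the mean of all tested compounds plus 3 SD, cut at about 5.5% in these data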;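 also: 100% = response to 3 µM Δ7-dafachronic acid high control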
ADAM17 inh: inhibits human ADAM17 | AID 720648 | inhibition, % at 6.95 µM | P78536 | recombinant ADAM17, EDANS/DABCYL FRET peptide cleavage | 0.83% of 370,000 active;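 active = inhibition above the mean of compounds lying between control limits plus 3 SD, set per campaign, cut at about 8.5% in these data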;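 also: 0% = DMSO-only wells as the low control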
Target sequence (P78536 215-824 limits assumed): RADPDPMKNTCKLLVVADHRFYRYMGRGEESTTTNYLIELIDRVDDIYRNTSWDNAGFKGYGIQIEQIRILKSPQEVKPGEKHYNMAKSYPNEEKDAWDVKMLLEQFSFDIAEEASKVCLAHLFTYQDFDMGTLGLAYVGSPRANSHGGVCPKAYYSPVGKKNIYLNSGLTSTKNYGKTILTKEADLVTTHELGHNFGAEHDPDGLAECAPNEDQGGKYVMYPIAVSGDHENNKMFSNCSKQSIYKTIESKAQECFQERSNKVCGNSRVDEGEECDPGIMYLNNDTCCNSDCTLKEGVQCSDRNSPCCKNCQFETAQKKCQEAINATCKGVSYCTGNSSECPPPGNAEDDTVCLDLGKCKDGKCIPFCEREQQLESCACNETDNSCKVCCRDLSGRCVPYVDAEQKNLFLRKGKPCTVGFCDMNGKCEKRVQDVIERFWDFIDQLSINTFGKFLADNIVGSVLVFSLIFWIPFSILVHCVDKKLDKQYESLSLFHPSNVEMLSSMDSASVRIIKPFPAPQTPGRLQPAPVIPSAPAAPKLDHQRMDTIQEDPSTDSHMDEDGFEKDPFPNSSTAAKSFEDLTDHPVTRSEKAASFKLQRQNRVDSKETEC
PLC-beta3 inh: blocks human PLC-beta3 enzyme activity; Q01970; Purified PLC-beta3, fluorogenic substrate, fluorescence; inhibition, % at 12.2 µM; 0.18% of 370,000 active; AID 720704; in the data active = inhibition above about 11%;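 also: 0% = median of compound wells on plate and 100% = full blocker control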
hgDAF12 agonist: agonists of H. glycines DAF-12 nuclear receptor; HEK293 GAL4-hgDAF12 UAS-luciferase reporter, agonist luminescence; normalized to butyrate control; activation, % at 6.8 µM; 1.8% of 370,000 active;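 active = activation above a cutoff set at the mean of all screened compounds plus 3 SD, cut at about 10% in these data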;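 also: 0% = DMSO wells and 100% = sodium butyrate wells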
PLC-gamma1 inh: inhibitors of human phospholipase C gamma1. purified PLC-gamma1, fluorogenic substrate, fluorescence. inhibition, % at 12.2 µM. 0.84% of 370,000 active. AID 720700; in the data active = inhibition above about 9.5%
DAX1 inh-2: DAX1 (NR0B1) inhibition, primary screen; AID 652010; 1.1% of 370,000 active; HEK293T StAR-luciferase reporter, SF-1/DAX-1 repression relief; inhibition, % at 6.8 µM;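 active = inhibition above the mean over all tested compounds plus 3 SD, cut at about 3.6% in these data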;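 also: 0% = DAX-1 cells with DMSO and 100% = cells lacking DAX-1 with DMSO; higher inhibition means more luminescence from relief of DAX-1 repression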
Starred values were filed as active, the others as inactive; nt = no result given. Hits appear at their usual frequency. Share with any hit: about 7.4%.

SMILES	SMARCA2 activ	MBD2 inh	DAX1 inh-1	NR1D1 modulator	ssDAF-12 act	hcDAF12 agonist	ADAM17 inh	PLC-beta3 inh	hgDAF12 agonist	PLC-gamma1 inh	DAX1 inh-2
CCn1cc(C(=O)NC(C)C2CC3CCC2C3)cn1 (stereo not drawn)	0.6	-1.1	1.0	-1.4	-1.4	-0.7	3.8	5.0	4.8	9.2	0.8
COCCCn1c(SCC(=O)NC2CCS(=O)(=O)C2)nnc1-c1ccc(Cl)cc1 (stereo not drawn)	-4.0	7.4	0.6	-4.2	-1.3	0.2	-4.4	-4.1	0.0	-1.7	0.1
CCC(=O)Nc1ccc(C(=O)Nc2ccc(Br)cc2F)cc1	-2.7	1.9	-1.0	4.1	-1.4	-1.4	-3.7	-2.8	0.4	-3.9	0.3
CC1c2cc3c(cc2CCN1C(=O)c1ccc(Br)cc1)OCCCO3 (stereo not drawn)	-0.9	-6.0	-0.5	2.0	-1.2	-3.0	-2.3	-14.9	1.4	-4.8	-3.2
Cc1nc2ccc(S(=O)(=O)NC(C(=O)N3CCn4c3nc3ccccc34)C(C)C)cc2s1 (stereo not drawn)	0.7	0.9	0.8	1.9	-0.6	-0.5	-0.1	-0.2	-0.4	-0.7	0.4
CC1Cc2cc(S(=O)(=O)N3CCC(C(=O)N(C)Cc4ccccc4)CC3)ccc2N1C(=O)C1CC1 (stereo not drawn)	-2.4	-2.8	-0.2	-1.1	-1.5	-3.2	0.6	-5.0	-2.6	-0.4	-0.7
Cc1[nH]n2c(=O)c3c(nc2c1-c1ccccc1)CCC3	-0.2	-1.1	-0.3	-0.4	-0.8	-0.2	-9.0	-30.2	-1.8	-28.2	-0.5
COc1cc(Cl)c(C)cc1NC(=O)COC(=O)C1CC1C (stereo not drawn)	-1.3	0.5	0.4	3.9	-1.5	-0.2	-1.7	-3.8	1.4	-2.1	-0.3
Cc1ccc(SCC(=O)Nc2ccc(C(=O)Nc3ccc(O)cc3)cc2)cc1	0.1	1.8	-0.4	-8.6	-1.2	-1.0	-2.4	-1.2	-3.9	0.4	0.6
Cc1ccc(SC(C)C(=O)NCc2ccc(F)cc2)cc1 (stereo not drawn)	-1.1	-2.0	-0.5	-7.1	-1.6	3.4	0.3	0.2	-1.7	6.8	-1.0
O=C(CSc1nnnn1C1CCCC1)Nc1ccc(F)cc1	2.2	-4.4	-0.3	-2.3	-0.5	-1.0	-1.4	5.1	0.7	3.6	0.4
COc1cc(C(=O)Nc2cc(C(F)(F)F)ccc2-n2cncn2)cc(OC)c1OC	-0.5	-8.0	2.3	1.2	-1.5	-2.8	-2.0	0.8	0.2	-0.3	-1.0
CCOC(=O)C1=C(C)NC2=C(C(=O)CCC2)C1c1cccnc1 (stereo not drawn)	2.7	-3.3	-0.2	4.5	-0.9	-1.4	-193.3	-374.7	-3.0	-266.4	-0.8
O=C(c1ccc(S(=O)(=O)N2CCOCC2)cc1)N1CCN(c2ccc(F)cc2)CC1	-0.7	-0.8	-1.2	-5.5	-1.1	-1.0	-4.7	-1.8	-1.0	-0.6	-0.1
C/C(=N\NC(=S)Nc1cccc(C)c1)c1ccco1	2.4	0.4	0.2	3.7	0.2	3.6	-0.8	0.8	8.1	-2.4	0.6
Cc1ccc(NC(=O)CCn2ccc([N+](=O)[O-])n2)nc1	-1.1	-1.7	-0.6	-4.7	-0.8	-0.5	-3.4	0.3	-1.6	-1.7	-0.2
O=C(NCCCN1CCCCC1)C1CCCN(c2ncnc3c2nc2n3CCCCC2)C1 (stereo not drawn)	-2.2	1.3	0.2	-4.8	-0.5	0.0	0.4	-5.3	1.6	-0.1	0.4
COc1ccccc1NC(=O)CSc1nnc(Cc2ccccc2)o1	3.2	3.2	-0.9	-1.4	-1.3	0.0	-2.8	-3.6	3.0	3.5	1.1
CCc1cccc(C)c1NC(=O)CCCC(=O)O	-2.8	0.5	0.2	-0.2	-1.3	1.9	-3.0	1.0	-0.7	-1.4	0.2
Cc1[nH]n(-c2ccc(Cl)cc2)c(=O)c1C=Nc1ccc(S(=O)(=O)N2CCOCC2)cc1	-1.1	0.6	-0.8	8.0	-0.9	-0.2	4.5	7.4	0.8	1.3	0.3
CCC(NS(=O)(=O)c1ccc(OC)cc1)C(=O)NCCC1=CCCCC1 (stereo not drawn)	-3.5	4.0	-1.2	1.5	-0.6	0.7	4.5	1.1	2.5	-0.7	0.8
O=C(NC1CC1)C1=C[C@@H](c2coc3ccccc3c2=O)C[C@@H](OCc2ccc(CO)cc2)O1	1.8	-0.3	-1.6	6.1	-1.4	-0.3	-3.0	-2.3	-0.7	4.8	0.6
[O-]C1=N/[N+](=C/c2ccc(Cl)cc2)CC1	-1.1	-2.1	-0.7	2.7	-0.6	-1.6	-2.2	1.2	-2.1	1.1	0.6
CCCNC(=O)Nc1nc(CC(=O)OCC)cs1	-0.9	0.3	-1.0	-1.6	-1.3	0.6	-0.8	-1.7	-1.8	3.0	0.4
CCc1c(C2CC2)ncn1Cc1cccc(-c2ccccc2)c1	-5.8	-0.3	nt	-4.8	-1.3	-2.7	5.5	-0.1	-0.1	6.1	-3.4

Some values from above.
CCC(=O)Nc1ccc(C(=O)Nc2ccc(Br)cc2F)cc1 in MBD2 inh = 1.9
Cc1ccc(SC(C)C(=O)NCc2ccc(F)cc2)cc1 (stereo not drawn) in ADAM17 inh = 0.3
C/C(=N\NC(=S)Nc1cccc(C)c1)c1ccco1 in ssDAF-12 act = 0.2

Returning to the listing; the 2 compounds before the break are reprinted first.
SMILES	SMARCA2 activ	MBD2 inh	DAX1 inh-1	NR1D1 modulator	ssDAF-12 act	hcDAF12 agonist	ADAM17 inh	PLC-beta3 inh	hgDAF12 agonist	PLC-gamma1 inh	DAX1 inh-2
CCCNC(=O)Nc1nc(CC(=O)OCC)cs1	-0.9	0.3	-1.0	-1.6	-1.3	0.6	-0.8	-1.7	-1.8	3.0	0.4
CCc1c(C2CC2)ncn1Cc1cccc(-c2ccccc2)c1	-5.8	-0.3	nt	-4.8	-1.3	-2.7	5.5	-0.1	-0.1	6.1	-3.4
CCNS(=O)(=O)c1ccc(CCC(=O)NCCC2=CCCCC2)cc1	-1.1	4.8	-0.1	0.5	-1.2	0.8	-3.6	-0.4	-2.9	0.7	0.7
Cc1oc(-c2ccccc2F)nc1CS(=O)CC(=O)NCCN1CCCCC1C (stereo not drawn)	-2.4	-3.4	-0.9	1.2	-0.4	-0.4	-5.6	-3.9	1.6	-1.6	0.0
Cc1ccc(C(=O)N2CCN(C(=O)c3ccco3)CC2)cc1NC(=O)c1ccco1	3.9	5.0	0.9	-0.1	-1.5	-0.9	-0.1	5.3	-0.6	3.1	0.2
CC1C2CC(C(S(=O)(=O)N3CCOCC3)C2=O)C1(C)C (stereo not drawn)	1.9	-8.0	0.0	-8.0	-1.2	0.0	2.5	1.1	0.5	3.2	-0.3
Cc1cccc(S(=O)(=O)NNC(=O)Cc2cccn2C)c1	3.1	-1.8	0.0	7.5	-1.5	-1.0	1.8	2.6	-0.9	0.1	0.0
Cc1ccc(S(=O)(=O)N2CCCCC2CCNC(=O)C(=O)NC2CC2)cc1 (stereo not drawn)	1.4	-2.9	-0.5	-1.9	-1.1	1.1	-0.6	-5.4	2.1	-0.8	0.1
CCOc1cc(N2CCOCC2)c(OCC)cc1NC(=O)c1ccccc1N1CCCC1=O	-0.5	-0.2	1.6	2.9	-1.5	1.2	2.2	-3.8	2.6	-0.5	0.6
CS(=O)(=O)C1=NSC2=NC(=O)/C(=C\c3cccn3-c3ccccc3Cl)C(=N)N21	0.7	2.2	0.5	-5.9	-1.1	0.6	-3.7	-41.2	5.7	-25.3	0.1
CNC(=O)C(C)NS(=O)(=O)c1ccc(F)cc1 (stereo not drawn)	4.5	0.7	1.7	-1.9	-1.0	-0.8	-0.8	5.6	0.5	0.2	-0.2
COc1ccc(NC(=O)CN2CCc3ccccc3C2)cc1OC	-3.0	-1.9	-0.6	-7.6	-0.7	-1.6	-3.5	-2.6	-1.9	-0.5	-0.3
O=C(O)c1ccc(/C=N/NC(=O)C(O)(c2ccccc2)c2ccccc2)cc1	-5.0	6.8	-0.4	-5.9	-1.5	0.8	-3.2	-5.0	-2.6	0.2	0.1
CCOc1ccc(NC(=O)CCS(=O)(=O)c2ccc3c(c2)CCCN3C(=O)CC)cc1	-1.7	2.5	-0.3	-3.0	-0.8	-1.1	-2.6	1.4	-0.9	-1.0	-0.7
Cc1cc([N+](=O)[O-])nn1CC(=O)Nc1ccc(F)cc1	1.5	-3.9	-1.0	-2.4	-1.5	0.1	-3.1	-3.9	-2.4	-0.3	-0.5
Cc1ccc(S(=O)(=O)NCCN=C(CN2CCOCC2)NS(=O)(=O)c2ccc(C)cc2)cc1	-4.5	0.9	-0.6	-2.9	-1.2	-0.8	-4.7	1.6	-0.4	-3.5	-0.4
C#CCNC(=O)C[C@H]1C[C@@]2(C(=O)OC)C(=C[C@H](COCc3ccccc3)O[C@@H]2C)N(Cc2ccc3c(c2)OCO3)C1=O	-5.7	2.5	nt	10.7	-1.3	3.3	-0.1	-0.5	0.8	-1.1	-1.3
CC(=O)Nc1cccc(NC(=S)Nc2cccc3ccccc23)c1	3.2	-6.0	0.3	-9.9	0.9*	7.6*	-47.0	-88.2	4.9	-60.9	0.0
CCn1cc(CN2CCc3c([nH]c4ccccc34)C2c2cccc(OC)c2)c(C)n1 (stereo not drawn)	-1.6	-0.5	nt	-0.8	-0.7	1.8	-8.4	-26.4	4.7	-26.1	0.3
C=CCOc1cccc(C2NC(=O)c3ccccc3O2)c1 (stereo not drawn)	-3.8	1.7	0.3	-8.2	-0.7	-1.8	-9.1	-6.7	-1.1	-4.0	0.0
COc1cc(OC)c(C#N)c(S(=O)(=O)Cc2ccccc2)c1	-4.0	6.3	-0.3	4.5	-1.3	-1.8	-3.9	-2.8	-0.2	1.7	0.4
COCCCNC(=O)C(=O)Nc1cc2c3c(c1)CCC(=O)N3CCC2	0.9	-4.3	0.8	9.9	-1.6	-0.7	-1.2	-6.1	1.3	-2.6	0.5
COc1ccc(S(=O)(=O)NCCSCc2ccco2)cc1C	3.1	-1.7	-0.1	-7.8	-0.8	-3.4	-0.3	-5.6	-0.2	-6.0	0.4
COc1cccc(NC(=O)CN(C)C(C)C(=O)Nc2ccc(C#N)cc2)c1 (stereo not drawn)	1.5	-3.4	-0.1	-1.7	-1.7	-1.3	-0.7	-8.4	-1.8	-0.3	-0.4
CCOc1ccc(NC(=O)Cn2c(=O)oc3cc(Cl)ccc32)cc1	-1.5	-1.1	-0.9	5.2	-1.0	-1.5	-2.4	-10.3	1.6	-4.2	0.1
COC(=O)C1=C(C)N(Cc2ccc(F)cc2)C(=S)NC1c1ccc(Cl)cc1 (stereo not drawn)	-3.9	-2.3	nt	2.6	-1.4	-1.7	3.2	1.4	2.7	2.7	-0.3
O=c1oc2ccccc2c(O)c1/C=C1\C=Nc2ccccc21	-7.4	4.4	1.8	1.4	0.4	4.8	-5.6	-14.2	2.0	-14.8	-0.4
O=C1CS/C(=N/N=C2CCCC2)N1	-0.8	-1.9	2.4	0.0	-0.3	-0.1	0.0	-3.9	4.7	-3.3	0.4
CCCCNC(=O)/C=C/c1cccs1	-0.7	0.9	-0.8	4.1	-0.9	-2.2	0.5	2.6	2.5	4.5	0.5
CCOc1ccc(-n2c(SCC(N)=O)nnc2-c2cccnc2)cc1	-7.5	4.4	1.6	1.6	-0.5	2.2	-2.9	9.3	-0.5	6.4	-0.1
